Bioassay records as filed in PubChem.
RORg inh – inhibitors of mouse ROR gamma transcriptional activity. P51450. Drosophila S2 Gal4-RORgamma UAS-luciferase reporter, 20 h. Potency, µM (doses to about 53.6 µM), for inactives: top-dose activity change, negative = inhibition, actives largely listed as inhibitors. actives 5.4% (n = 310,000). AID 2551; further: on the % scale 0 is the no-effect control and ±100 the full control effect; nearly all actives have a fitted effect of over 60% in size
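Schneider cells (Drosophila), stable Gal4 DBD–ROR gamma + UAS-luc; 1 hr cmpd preincubation; Cu2+ induction 700 uM final; 20 hr ambient; luminescence.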
VP16 counter – counter-screen for ROR gamma inhibitors: Gal4-VP16 reporter | Drosophila S2 Gal4-VP16 UAS-luciferase, luminescence, 20 h | Potency, µM (titrated, usually from 53.6 µM), without a hit: top-dose activity, negative = inhibition, actives largely listed as inhibitors | actives 3.5% (n = 310,000) | AID 2546;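 further: Gal4-VP16 expression switched on by copper sulfate through the metallothionein promoter; on the % scale 0 is the no-effect control and ±100 the full control effect; nearly all actives have a fitted effect of over 50% in size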
uPA surface inh – cell surface uPA generation inhibition; actives 0.31% (n = 330,000); Potency, µM (doses to about 38.3 µM), for the others: at the top dose activity change, negative = inhibition, actives largely listed as inhibitors; cell surface uPA generation assay, qHTS; active means well fitted inhibition curve with a large enough effect; inconclusive means small, poorly fitted or top-dose-only effect; inactive means no such curve, though single readings can be large or run the other way; tested in mouse RAW 264.7 cells; further: on the % scale 0 is the no-effect control and ±100 the full control effect; nearly all actives have a fitted effect of over 55% in size
MBNL1-CUG inh – blocks human MBNL1 binding to CUG repeat RNA; Potency, µM (highest dose often 57.5 µM), inactives show at the highest dose activity change, negative = inhibition, usual class: inhibitors; TR-FRET MBNL1-His/biotin-(CUG)12 binding, 665/545 ratio; actives 0.036% (n = 280,000); AID 2675; Q9NR56; active means well fitted inhibition curve with a large enough effect in the signal ratio, with a control signal flat, not every such curve was filed as active; inconclusive means small, poorly fitted or top-dose-only effect, or effect the other way, or a change in a side signal; inactive means no such curve, though single readings can be large or run the other way; the % refers to the signal ratio; further: on the % scale 0 is the no-effect control and ±100 the full control effect
Target sequence (Q9NR56 whole entry, looked up): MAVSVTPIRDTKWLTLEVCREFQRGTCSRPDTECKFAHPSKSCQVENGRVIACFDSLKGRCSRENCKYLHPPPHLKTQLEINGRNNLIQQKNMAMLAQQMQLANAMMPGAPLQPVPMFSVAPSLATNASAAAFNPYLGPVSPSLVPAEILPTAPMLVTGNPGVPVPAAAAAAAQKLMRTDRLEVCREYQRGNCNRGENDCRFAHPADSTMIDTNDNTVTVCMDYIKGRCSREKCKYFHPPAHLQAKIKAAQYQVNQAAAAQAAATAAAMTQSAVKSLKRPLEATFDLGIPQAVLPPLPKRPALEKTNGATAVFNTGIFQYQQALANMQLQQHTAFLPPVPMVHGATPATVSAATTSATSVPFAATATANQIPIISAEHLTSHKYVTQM
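Compounds (final 92 nM to 58 uM) are added to His-tagged MBNL1 and biotin-(CUG)12, then terbium anti-His antibody and streptavidin-XL665 (5 nM final). After 60 min at room temperature, the 665/545 nm ratio is read.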
Rab9 promoter act – Rab9 promoter activation; actives 2.8% (n = 320,000); Potency, µM (titrated, usually from 9.22 µM), without a hit: at the highest dose activation, negative = inhibition, hits mostly activators; AID 485297; Huh7 Rab9 promoter-luciferase reporter, luminescence, 24 h; further: % of control where 0% means no effect; nearly all actives have a fitted effect of over 60% in size
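Cells were plated at 1500 per well in reduced-serum medium with 10% FBS and left 2 h. Compound in DMSO was then added for 24 h at 37 °C. Reporter signal was read by luminescence after 10 min with luciferase detection reagent.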
p53 reactivation – restores transcriptional activity of mutant p53. H1299 p53-A138V BP100-luciferase reporter, luminescence, 24 h. actives 0.063% (n = 320,000). Potency, µM (doses to about 92.2 µM), for the others: at the top dose activity change, positive = activation, actives largely listed as activators; further: % of control where 0% means no effect; nearly all actives have a fitted effect of over 45% in size
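H1299 (p53-null), stable ts p53-A138V + BP100-Luc; 1000 cells/well, Opti-MEM/10% FBS; cpd 4 pt, 1:5; 24 h, 37 deg C, 5% CO2; detection reagent 10 min RT; luminescence.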
BRCA1 expr up – activators of BRCA1 expression; MCF7-BRCA1-FFLuc reporter, luminescence, 48 h; response scale: scaled: vehicle 0%, 10 µM genistein 100%; Potency, µM (series often up to 46.1 µM), without a hit: at the top dose activation, hits mostly activators; actives 1.1% (n = 380,000); further: nearly all actives have a fitted effect of over 80% in size; some results filed as inactive show a strong effect at the top dose
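Using MCF7 cells harboring a BRCA1 firefly luciferase reporter, plated 2 h before compound pinning, the screen measured luminescence after 48 h incubation. Responses were normalized to DMSO and 10 microM genistein, then fitted for concentration-effect.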
ELG1 genotox – inducers of genotoxicity in HEK293T ELG1-luciferase cells; AID 504466; actives 1.3% (n = 330,000); Potency, µM (titrated, usually from 46 µM), for inactives: at the highest dose activity change, positive = activation, most hits filed as activators; HEK293T ELG1-luciferase reporter, luminescence, 16 h; further: % of control where 0% means no effect; nearly all actives have a fitted effect of over 60% in size
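DMSO vehicle served as control against compound-treated ELG1-luciferase HEK293T cells; exposure lasted 16 hr at 37 °C and 5% CO2, followed by ONE-Glo luminescence detection after 30 min.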
FLuc modulator – inhibits or activates purified firefly luciferase, miR-21 counter-screen; P08659; purified FLuc, Km substrates, luminescence inhibition; Potency, µM (highest dose often 57.5 µM), for the others: at the highest dose activity change, negative = inhibition, hits mostly inhibitors; actives 6.9% (n = 360,000); AID 588342;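 further: plate controls were vehicle for no effect and reference inhibitor for full effect; nearly all actives have a fitted effect of over 55% in size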
Target sequence (P08659 whole entry, looked up): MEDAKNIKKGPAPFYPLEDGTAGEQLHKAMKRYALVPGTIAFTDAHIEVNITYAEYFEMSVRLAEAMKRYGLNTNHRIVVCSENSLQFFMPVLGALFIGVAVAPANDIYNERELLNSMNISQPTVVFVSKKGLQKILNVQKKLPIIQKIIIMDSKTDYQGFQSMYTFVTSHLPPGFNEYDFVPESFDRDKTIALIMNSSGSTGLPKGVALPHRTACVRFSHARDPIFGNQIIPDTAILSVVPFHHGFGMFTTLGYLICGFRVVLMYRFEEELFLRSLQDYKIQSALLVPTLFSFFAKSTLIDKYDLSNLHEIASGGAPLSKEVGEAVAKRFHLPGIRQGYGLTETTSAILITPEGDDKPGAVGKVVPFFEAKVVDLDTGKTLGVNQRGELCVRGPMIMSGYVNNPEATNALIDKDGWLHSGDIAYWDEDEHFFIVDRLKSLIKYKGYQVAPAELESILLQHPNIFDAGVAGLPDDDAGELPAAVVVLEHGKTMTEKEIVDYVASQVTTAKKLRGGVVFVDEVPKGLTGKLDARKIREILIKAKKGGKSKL
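Purified P. pyralis luciferase (10nM final) with 10uM D-luciferin and 10uM ATP (Km levels) in 50mM Tris acetate pH 7.5, 10mM Mg acetate, 0.01% Tween-20, 0.05% BSA; qHTS 6-point titration, ~60 µM downward; luminescence read.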
NPC1 prom act – NPC1 promoter activation; AID 485313; actives 2.4% (n = 320,000); Huh7 NPC1 promoter luciferase reporter, 24 h; Potency, µM (highest dose often 9.22 µM), without a hit: at the highest dose activation, usual class: activators;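 further: % of control where 0% means no effect; nearly all actives have a fitted effect of over 60% in size; reporter is driven by a mutant NPC1 promoter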
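Readout is luciferase luminescence, reflecting NPC1 promoter activation in stably transfected Huh7 cells after 24 h compound exposure at 37 °C in reduced-serum medium with 10% FBS.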
Active calls of the source: *; ? = inconclusive; nt = not tested or not shown; & = joins results of further samples; [ ] = dose if it differs, or a comment. Unless noted, the call rests on the fitted dose curve; in most records, active means well fitted curve in the direction sought with a large enough effect; inconclusive means small, poorly fitted or top-dose-only effect, or another doubt; inactive means no such curve, though single readings can be large; an effect the other way counts as inactive or inconclusive. Potency means the concentration at half of the fitted maximal effect.

SMILES	RORg inh	VP16 counter	uPA surface inh	MBNL1-CUG inh	Rab9 promoter act	p53 reactivation	BRCA1 expr up	ELG1 genotox	FLuc modulator	NPC1 prom act
Cc1ccc2c(c1)C(c1ccncc1)=NNC(c1ccc(F)cc1)=N2	?	0%	-3%	6%	14%	2%	23%	5%	-15%	6%
CCc1ccc(N(CC(=O)NCc2ccc3c(c2)OCO3)C(=O)c2csnn2)cc1	34%	22%	-2%	-1%	7%	14%	30%	-1%	-4%	9%
CCS(=O)(=O)c1nc(S(=O)(=O)c2ccc(C)cc2)c(N2CCCC2)s1	17%	7%	-9%	-7%	-2%	-1%	-7%	1%	1%	-1%
COc1ccc2cc(CO)c3cc(OC)c(OC)cc3c2c1	nt	nt	-3%	nt	nt	-7%	0%	-8%	nt	nt
O=C(CN(Cc1ccccc1Cl)C(=O)CCC(=O)Nc1nccs1)NCC1CCCO1 (stereo not drawn)	14%	0%	4%	-1%	-6%	-12%	7%	1%	1%	2%
N#Cc1ccc(-c2ccc(OCC(O)CN3CCOCC3)cc2)cc1 (stereo not drawn)	26%	2%	?	-5%	2%	-5%	13%	-2%	-17%	1%
CCN(CC)Cc1ccc(NC(=O)c2sc3cc(Cl)ccc3c2Cl)cc1	-11%	2%	1%	35%[activator]	4%	1%	-52%	5%	?	9%
CCCCNC(=O)NC1(C(F)(F)F)Oc2ccccc2O1	-6%	1%	-12%	-13%	-11%	10%	-48%	6%	-2%	-9%
N#Cc1ccccc1S(=O)(=O)c1ccccc1C(=O)Nc1ccccc1	10%	-12%	2%	4%	8%	3%	4%	0%	0%	-1%
Cn1c(=O)[nH]c(=O)c2c1nc(SCC(O)CO)n2Cc1ccccc1Cl (stereo not drawn)	0%	-2%	-13%	-1%	-3%	-3%	-2%	2%	8%	-2%
COc1ccc2cc(S(=O)(=O)NC3CC(C)(C)NC(C)(C)C3)ccc2c1	13%	13%	1%	-4%	-2%	1%	-11%	11%	3%	4%
Cc1noc(C)c1COC(=O)COc1ccc(C#N)cc1	-12%	1%	6%	-6%	-5%	2%	0%	1%	0%	-1%

Some of the entries above, set out differently:
Results follow in this order: RORg inh, VP16 counter, uPA surface inh, MBNL1-CUG inh, Rab9 promoter act, p53 reactivation, BRCA1 expr up, ELG1 genotox, FLuc modulator, NPC1 prom act
Cc1ccc2c(c1)C(c1ccncc1)=NNC(c1ccc(F)cc1)=N2
    ?, 0%, -3%, 6%, 14%, 2%, 23%, 5%, -15%, 6%
CCc1ccc(N(CC(=O)NCc2ccc3c(c2)OCO3)C(=O)c2csnn2)cc1
    34%, 22%, -2%, -1%, 7%, 14%, 30%, -1%, -4%, 9%
CCS(=O)(=O)c1nc(S(=O)(=O)c2ccc(C)cc2)c(N2CCCC2)s1
    17%, 7%, -9%, -7%, -2%, -1%, -7%, 1%, 1%, -1%
COc1ccc2cc(CO)c3cc(OC)c(OC)cc3c2c1
    nt, nt, -3%, nt, nt, -7%, 0%, -8%, nt, nt
O=C(CN(Cc1ccccc1Cl)C(=O)CCC(=O)Nc1nccs1)NCC1CCCO1 (stereo not drawn)
    14%, 0%, 4%, -1%, -6%, -12%, 7%, 1%, 1%, 2%
N#Cc1ccc(-c2ccc(OCC(O)CN3CCOCC3)cc2)cc1 (stereo not drawn)
    26%, 2%, ?, -5%, 2%, -5%, 13%, -2%, -17%, 1%
CCN(CC)Cc1ccc(NC(=O)c2sc3cc(Cl)ccc3c2Cl)cc1
    -11%, 2%, 1%, 35%[activator], 4%, 1%, -52%, 5%, ?, 9%
CCCCNC(=O)NC1(C(F)(F)F)Oc2ccccc2O1
    -6%, 1%, -12%, -13%, -11%, 10%, -48%, 6%, -2%, -9%
N#Cc1ccccc1S(=O)(=O)c1ccccc1C(=O)Nc1ccccc1
    10%, -12%, 2%, 4%, 8%, 3%, 4%, 0%, 0%, -1%
Cn1c(=O)[nH]c(=O)c2c1nc(SCC(O)CO)n2Cc1ccccc1Cl (stereo not drawn)
    0%, -2%, -13%, -1%, -3%, -3%, -2%, 2%, 8%, -2%
COc1ccc2cc(S(=O)(=O)NC3CC(C)(C)NC(C)(C)C3)ccc2c1
    13%, 13%, 1%, -4%, -2%, 1%, -11%, 11%, 3%, 4%
Cc1noc(C)c1COC(=O)COc1ccc(C#N)cc1
    -12%, 1%, 6%, -6%, -5%, 2%, 0%, 1%, 0%, -1%

More structures:
SMILES	RORg inh	VP16 counter	uPA surface inh	MBNL1-CUG inh	Rab9 promoter act	p53 reactivation	BRCA1 expr up	ELG1 genotox	FLuc modulator	NPC1 prom act
COc1ccc(NC(=O)CN(C)C(=O)CCC(=O)c2ccc(C)cc2)cc1	nt	nt	0%	nt	8%	3%	41%	?	?	7%
O=C(Nc1ccccc1)Nc1nnc(COc2ccccc2F)s1	21%	4%	7%	-3%	-4%	3%	-33%	-5%	-1%	0%
CC(=O)Nc1ccc(N/C(C)=C/C(=O)c2cccnc2)cc1	27%	12%	-4%	?	0%	2%	23%	-10%	-3%	4%
CC1Sc2ccc(S(=O)(=O)CCC(=O)N(C)Cc3ccco3)cc2NC1=O (stereo not drawn)	5%	7%	-6%	-2%	0%	0%	-21%	-3%	0%	-2%
CN(C)c1ccc(C(O)Cc2nc3ccccc3n2C)cc1 (stereo not drawn)	-27%	-15%	-21%	-6%	?	nt	?	4.6µM*	?	?
CCn1cc(Br)c(C(=O)Nc2ccc(C(=O)OC(C)C)cc2)n1	25%	?	4%	5%	?	7%	77%	-2%	15µM*	?
CCCC(CCC(=O)Nc1nccs1)C(=O)O (stereo not drawn)	7%	6%	6%	2%	-8%	-1%	0%	0%	-2%	-1%
COc1ccc(N(C(=O)C(C)C)S(=O)(=O)c2ccc3c(c2)n(C)c(=O)n3C)cc1	-6%	0%	-1%	24%	-1%	-1%	-38%	-5%	1%	1%
COc1cc(OC)cc(C(=O)OCn2nnc3ccccc3c2=O)c1	-13%	7%	-7%	8%	-2%	0%	-4%	2%	-1%	-1%
CCN(c1cccc(C)c1)S(=O)(=O)c1ccc(-n2cccn2)cc1	-17%	-4%	-20%	2%	-9%	-2%	-5%&-25%	-6%	0%&-18%	-6%
O=C(CN1CCN(Cc2ccccc2)CC1)NCCNc1ccc([N+](=O)[O-])cn1	6%	9%	3%	?	2%	-3%	-9%	3%	-2%	-2%
O=C(NCCCn1ccnc1)/C(=C/c1ccccc1)NC(=O)c1ccccc1	-5%	1%	2%	2%	8%	2%	-16%	2%	-2%	1%
O=C(CNc1cccc(S(=O)(=O)N2CCOCC2)c1)Nc1ccc(C(F)(F)F)cc1	nt	nt	-4%	nt	1%	-2%	-33%	-8%	3%	-2%
O=C(O)c1ccccc1N/C=C\[N+](=O)[O-]	3%	0%	3%	?	-4%	-3%	7%	1%	-10%	0%
COc1cc(C2CC(=O)NC3=C2C(=O)CC(C)(C)C3)cc(OC)c1O (stereo not drawn)	-5%	-4%	-6%	9%	-1%	2%	19%	3%	1%	1%
N#CCN1C(=O)C(=O)N(Cc2cccc(Cl)c2)C1=O	1%	-23%	9%	-4%	3%	0%	17%	1%	-2%	-4%
O=[N+]([O-])c1ccc(CNc2ccc(Cl)cc2)s1	nt	nt	-4%	?	2%	nt	-27%	-3%	-3%	2%
O=C1CN(C(=O)COC(=O)c2c(F)cccc2Cl)c2ccccc2N1	nt	nt	-6%	nt	nt	0%	-33%	1%	nt	nt
O=C(CSc1cccc[n+]1[O-])Nc1cc(S(=O)(=O)N2CCOCC2)ccc1N1CCOCC1	15%	4%	5%	-3%	-9%	nt	-11%	2%	-6%	5%
CC(Oc1cccnc1[N+](=O)[O-])C(=O)Nc1ccc(F)cc1 (stereo not drawn)	nt	nt	-2%	nt	-3%	-7%	10%	-1%	nt	-2%
O=C1CCC(C(=O)N2CCN(c3ccccc3)CC2)CN1CC1CCCCC1 (stereo not drawn)	-1%	1%	-4%	2%	0%	-9%	-10%	1%	5%	3%
COc1cccc(C(=O)N2CCC(N3CC(C)OC(C)C3)CC2)c1 (stereo not drawn)	-12%	2%	2%	-17%	-1%	1%	-20%	-1%	-1%	-2%
Cc1cc(C)n2c(SCc3ccccc3Cl)nnc2n1	10%	24%	-1%	-1%	-1%	3%	53%	0%	nt	2%
CCCCN(C)CCNC(=O)CN1C(=O)CSc2ccc(S(=O)(=O)N3CCCCC3)cc21	-2%	-5%	0%	-9%	-8%	-4%	-7%&12%	1%[9.26 µM]	2%&1%	-1%
Cc1c(C(C)O)nnn1-c1nonc1N (stereo not drawn)	-3%	-4%	1%	7%	-1%	0%	-6%	3%	1%	0%
COc1cc(CNc2ccc3[nH]c(=O)[nH]c3c2)cc(Br)c1OCC(=O)NC(C)(C)C	-28%	-1%	nt	3%	1%	1%	-38%	-1%	?	-4%
Cc1cc(/C=C(\C#N)C(=O)NCc2cccs2)c(C)[nH]1	?	25%	7%	?	3%	-1%	-2%	6%	-6%	8%

Compounds were not picked by outcome, and some 13% of all compounds hit somewhere here.
